p53 PUMA act: mutant p53 pathway re-activators, primary screen, cell-based, SW480, luciferase, single point, HTS | SW480 PUMA-promoter luciferase, p53 mutant reactivation | activation, % at 9.98 µM | 28,000 tested, 1.5% active; in the data active means activation above about 52%; inconclusive means no clear call, values can overlap the other calls
STK33 inh: STK33 kinase inhibitors, primary screen, biochemical, luminescence, ADP-Glo, MBP substrate | inhibition, % at 12.5 µM | 27,000 tested, 0.44% active; in the data active means inhibition above about 20%; inconclusive means no clear call, values can overlap the other calls
Target sequence (Q9BYT3 whole entry, looked up): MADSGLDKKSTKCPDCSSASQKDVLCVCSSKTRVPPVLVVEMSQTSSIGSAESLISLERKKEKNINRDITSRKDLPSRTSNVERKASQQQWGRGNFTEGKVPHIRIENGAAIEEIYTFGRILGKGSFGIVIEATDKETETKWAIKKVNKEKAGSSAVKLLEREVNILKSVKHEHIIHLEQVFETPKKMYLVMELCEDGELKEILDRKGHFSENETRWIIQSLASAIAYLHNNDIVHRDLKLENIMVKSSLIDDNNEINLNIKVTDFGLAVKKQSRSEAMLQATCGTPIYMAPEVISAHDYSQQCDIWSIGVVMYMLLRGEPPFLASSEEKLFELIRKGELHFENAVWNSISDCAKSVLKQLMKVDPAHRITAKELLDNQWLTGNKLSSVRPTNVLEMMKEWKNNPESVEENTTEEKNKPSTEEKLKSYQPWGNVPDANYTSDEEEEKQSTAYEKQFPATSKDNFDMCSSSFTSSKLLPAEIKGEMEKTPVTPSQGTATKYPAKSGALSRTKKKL
Numbers without * were called inactive; ? = inconclusive; nt = not tested or not shown. These rows are one share of the data; the hit share may differ from the screen's.

SMILES	p53 PUMA act	STK33 inh
COc1ccc(S(=O)(=O)Nc2cccc3c2O[C@H](CN(C)Cc2ccncc2)[C@@H](C)CN([C@H](C)CO)C3=O)cc1	7	nt
C[C@H]1CN([C@@H](C)CO)S(=O)(=O)c2ccc(C#CCN(C)C)cc2O[C@@H]1CN(C)C(=O)Nc1ccccc1F	15	nt
COc1ccc(NC(=O)c2ccco2)cc1NC(=O)C(C)(C)Oc1ccc(Cl)cc1	1	9
Cc1ccccc1NC(=O)COc1ccc(N2CC(C(N)=O)CC2=O)cc1 (centres undefined)	7	-5
C=C1C(=O)O[C@@H]2C[C@H](C)C3C[C@H](O)[C@H](O)[C@@]3(C)C[C@H]12 (some centres undefined)	-7	-4
COC(=O)c1c(-c2ccc(Br)cc2)csc1NC(=O)C1CCCCC1C(=O)O (centres undefined)	35	-7
C[C@@H]1CCCCO[C@@H](CN(C)Cc2ccc(C(F)(F)F)cc2)[C@@H](C)CN([C@H](C)CO)C(=O)c2cc(NC(=O)Nc3ccccc3)ccc2O1	nt	1
CC1(C)Cc2nc3sc4c(SCC(=O)NCc5ccccc5)ncnc4c3cc2CO1	-41	1
O=C(NCCCN1CCCC1=O)c1cc2ccccc2oc1=O	2	1
CC(C)NC(=O)Nc1ccc2c(c1)C(=O)N([C@@H](C)CO)C[C@H](C)[C@H](CN(C)Cc1ccncc1)O2	2	0
Cc1ccc(-c2noc(CCC(=O)NC(C)(C)C)n2)cc1	61*	5
C[C@H]1CN([C@@H](C)CO)C(=O)Cc2cc(NC(=O)CCN3CCOCC3)ccc2O[C@@H]1CN(C)C(=O)NC1CCCCC1	nt	2
C[C@H]1CN([C@@H](C)CO)C(=O)CCCn2nncc2CO[C@@H]1CN(C)C(=O)Nc1ccccc1C(F)(F)F	nt	11
CC(C)C#Cc1ccc2c(c1)O[C@@H](CN(C)C(=O)C1CCC1)[C@H](C)CN([C@@H](C)CO)S2(=O)=O	-19	nt
CCOC(=O)N(C)C[C@@H]1OCc2cn(nn2)CCCC(=O)N([C@H](C)CO)C[C@@H]1C	nt	1
C[C@H](CO)N1C[C@H](C)[C@@H](CN(C)S(=O)(=O)c2ccc(F)cc2)Oc2ccc(NC(=O)C3CC3)cc2C1=O	2	nt
CCc1ccc(CCC(=O)Nc2cc(C(F)(F)F)ccc2Cl)o1	6	-2
C[C@@H]1CCCCO[C@@H](CN(C)S(=O)(=O)c2cn(C)cn2)[C@@H](C)CN([C@H](C)CO)C(=O)c2cc(N(C)C)ccc2O1	nt	-1
COc1ccc(S(=O)(=O)N(C)CC(=O)Nc2cc(Cl)c(Cl)cc2Cl)cc1	14	-4
O=C(COc1ccc(C(=O)Nc2cccc(C(F)(F)F)c2)cc1)Nc1cccc(Cl)c1	-5	-1
C[C@H](CO)N1C[C@H](C)[C@@H](CN(C)S(C)(=O)=O)OCCCC[C@H](C)Oc2ccc(NS(=O)(=O)c3ccccc3)cc2C1=O	0	nt
Cc1ccc(Cl)cc1NC(=O)CSc1nnc(-c2cccs2)n1C	24	-2
CC(=O)OC1CCC2C3CCc4cc(O)ccc4C3CCC12C (centres undefined)	nt	1
C[C@@H]1CCCCO[C@H](CN(C)S(C)(=O)=O)[C@@H](C)CN([C@H](C)CO)C(=O)c2cc(NC(=O)c3ccccc3)ccc2O1	nt	-1
C[C@@H]1CN([C@H](C)CO)C(=O)c2cccc(NS(=O)(=O)c3ccccc3)c2O[C@H]1CN(C)C(=O)Nc1cccc2ccccc12	-10	nt
COC(=O)c1ccsc1NC(=O)c1ccsc1NC(=O)c1cccnc1	20	6
CC1(C)CCC[C@]2(C)C1CC=C(CO)[C@H]2CC/C(=C/CO)CO (some centres undefined)	9	-10
CC(=O)c1ccc(O)c(CC=C(C)C)c1	1	6
COc1ccc(S(=O)(=O)Nc2ccc3c(c2)C(=O)N([C@@H](C)CO)C[C@H](C)[C@@H](CN(C)Cc2ccc4c(c2)OCO4)O3)cc1	nt	-1
C[C@H]1CN([C@@H](C)CO)S(=O)(=O)c2ccc(C#Cc3ccccn3)cc2O[C@H]1CN(C)C	15	nt
O=C(Nc1ccc2c(c1)[C@@H]1C[C@H](CC(=O)N3CCCCC3)O[C@@H](CO)[C@@H]1O2)C1CCC1	-5	nt
C[C@H]1CN([C@@H](C)CO)C(=O)Cc2cc(NC(=O)Nc3ccccc3)ccc2O[C@@H]1CN(C)Cc1ccc(C(F)(F)F)cc1	nt	0
C[C@@H]1CN([C@H](C)CO)C(=O)c2cc(NC(=O)NC3CCCCC3)ccc2O[C@H]1CN(C)Cc1ccncc1	11	1
C[C@@H]1CN([C@H](C)CO)C(=O)c2cc(NC(=O)Cc3ccccc3)ccc2O[C@H]1CN(C)Cc1ccc(Cl)c(Cl)c1	3	0
COc1cccc(C(=O)NC(c2ccccc2OC)c2c(O)ccc3ccccc23)c1 (centres undefined)	-2	-2
Cc1ccc(O)c(C2=Nc3ccccc3N=C(C(F)(F)F)C2)c1	nt	?
C[C@H]1CN([C@@H](C)CO)C(=O)c2cc(NC(=O)CCN3CCOCC3)ccc2O[C@H]1CN(C)S(=O)(=O)c1ccc(Cl)cc1	nt	-1
Cc1ccc(-n2c(SCC(=O)Nc3ccc(C(N)=O)cc3)nnc2-c2ccc(Cl)cc2)cc1	-7	-4
C[C@@H]1CN([C@H](C)CO)C(=O)c2cc(NC(=O)Nc3cccc4ccccc34)ccc2O[C@H]1CN(C)S(=O)(=O)c1cn(C)cn1	nt	2
COc1ccc(C(NC(C)=O)c2c(O)ccc3ccccc23)cc1OC (centres undefined)	1	2
CC(C)(C(=O)O)c1ccc(C(O)CCCN2CCC(C(O)(c3ccccc3)c3ccccc3)CC2)cc1 (centres undefined)	nt	2
C[C@H](CO)N1C[C@H](C)[C@H](CN(C)Cc2ccncc2)Oc2ccc(NC(=O)Nc3ccc4c(c3)OCO4)cc2CC1=O	nt	0
CC(=O)c1cccc(NC(=O)CSc2nccc(C)n2)c1	2	-3
C[C@@H]1CN([C@@H](C)CO)S(=O)(=O)c2ccc(C#Cc3cccc(F)c3)cc2O[C@@H]1CN(C)C(=O)CN1CCOCC1	-7	nt
C[C@@H]1CN([C@H](C)CO)C(=O)c2cc(NC(=O)Cn3cnnn3)ccc2O[C@@H]1CN(C)S(=O)(=O)c1ccc(F)cc1	nt	4
O=C(COc1ccc(Br)cc1)Nc1ccc(Cl)c(-c2nc3ncccc3o2)c1	36	6
C[C@@H]1CN([C@@H](C)CO)C(=O)Cc2cc(NS(C)(=O)=O)ccc2O[C@H]1CN(C)C(=O)Nc1ccccc1	-4	nt
COCC(=O)N(C)C[C@@H]1Oc2cc(C#Cc3ccccc3)ccc2S(=O)(=O)N([C@H](C)CO)C[C@@H]1C	-10	nt
C[C@H](CO)N1C[C@H](C)[C@@H](CN(C)Cc2ccc3c(c2)OCO3)OCCCC[C@H](C)Oc2ccc(NS(=O)(=O)c3ccccc3)cc2C1=O	-3	nt
Cc1noc(C)c1NC(=O)Nc1ccc2c(c1)C(=O)N([C@H](C)CO)C[C@H](C)[C@H](CN(C)C(=O)Nc1ccc3c(c1)OCO3)OCCCC[C@@H](C)O2	nt	2
Cc1c(Cl)c(C)c(Cl)c(OCC(=O)Nc2ccccc2N2CCOCC2)c1Cl	-4	2
COc1ccc2c3c1O[C@H]1C[C@@H](O)C=C[C@@]31CCN(C)C2	7	0
COc1cccc(OCC(=O)Nc2ccccc2[N+](=O)[O-])c1	49	-1
C[C@@H]1CN([C@H](C)CO)C(=O)Cc2cc(NC(=O)Cc3cn(C)c4ccccc34)ccc2O[C@@H]1CN(C)C(=O)Nc1cccc2ccccc12	-5	1
C[C@@H]1CN([C@@H](C)CO)C(=O)CCCn2cc(nn2)CO[C@H]1CN(C)C(=O)Nc1cccc(F)c1	nt	-3
Cc1noc(C)c1NC(=O)Nc1ccc2c(c1)C(=O)N([C@@H](C)CO)C[C@@H](C)[C@H](CN(C)C(=O)C1CCCCC1)OCCCC[C@H](C)O2	15	nt
C[C@H]1CN([C@@H](C)CO)C(=O)c2cccc(NC(=O)c3nc4ccccc4s3)c2O[C@@H]1CN(C)C(=O)NC1CCCCC1	9	nt
C[C@@H]1CN([C@H](C)CO)C(=O)c2cccc(NC(=O)Nc3ccc(C(F)(F)F)cc3)c2O[C@H]1CN(C)S(=O)(=O)c1ccccc1	-12	nt
Cc1cccc(N(CC(=O)Nc2c(C)n(C)n(-c3ccccc3)c2=O)S(C)(=O)=O)c1	2	-3
COc1ccc([N+](=O)[O-])cc1NC(=O)CN(c1ccc(F)cc1)S(C)(=O)=O	-13	-2

Single records, from the list above. Order of screens: p53 PUMA act, STK33 inh
C[C@@H]1CN([C@@H](C)CO)S(=O)(=O)c2ccc(C#Cc3cccc(F)c3)cc2O[C@@H]1CN(C)C(=O)CN1CCOCC1 as listed: -7, nt
C[C@H]1CN([C@@H](C)CO)C(=O)Cc2cc(NC(=O)CCN3CCOCC3)ccc2O[C@@H]1CN(C)C(=O)NC1CCCCC1 as listed: nt, 2

The list continues.
SMILES	p53 PUMA act	STK33 inh
CCCCc1cc2ccccc2c(OCCN(C)C)n1	-19	-7
C[C@H](CO)N1C[C@H](C)[C@H](CN(C)CC2CCCCC2)Oc2ccc(NC(=O)C3CCCCC3)cc2CC1=O	nt	0
COc1ccc(NC(=O)N(C)C[C@H]2OCCCC[C@@H](C)Oc3ccc(NC(=O)Nc4ccc(F)cc4)cc3C(=O)N([C@H](C)CO)C[C@@H]2C)cc1	nt	2
CCc1cccc(C)c1NC(=O)CN(C)S(=O)(=O)c1ccc(Cl)cc1	1	-3
COc1ccc(S(=O)(=O)Nc2ccc3c(c2)CC(=O)N([C@@H](C)CO)C[C@@H](C)[C@@H](CN(C)S(=O)(=O)c2cn(C)cn2)O3)cc1	6	2
C[C@@H]1CN([C@H](C)CO)C(=O)CCCn2nncc2CO[C@H]1CN(C)C(=O)C1CC1	nt	2
COc1ccc(S(=O)(=O)Nc2ccc3c(c2)CC(=O)N([C@H](C)CO)C[C@@H](C)[C@@H](CN(C)C(=O)Nc2ccccc2)O3)cc1	nt	-1
C[C@@H]1CN([C@H](C)CO)C(=O)Cc2cc(NC(=O)Nc3ccc(F)cc3)ccc2O[C@H]1CN(C)C(=O)Nc1ccc(C(F)(F)F)cc1	nt	-10
Cc1ccc(S(=O)(=O)NC(C)C(=O)Nc2ccc(Oc3ccccc3)cc2)cc1 (centres undefined)	-15	-3
C[C@H](CO)N1C[C@H](C)[C@@H](CN(C)S(=O)(=O)c2ccccc2F)Oc2cc(C#Cc3ccccc3)ccc2S1(=O)=O	-26	nt
C[C@H](CO)N1C[C@H](C)[C@@H](CN(C)C(=O)Nc2cccc3ccccc23)Oc2c(cccc2N(C)C)C1=O	-15	nt
C[C@@H]1CN([C@@H](C)CO)C(=O)c2cc(NC(=O)Cc3ccccc3)ccc2O[C@H]1CN(C)C(=O)Nc1ccc2c(c1)OCO2	4	nt
Cc1ccc(S(=O)(=O)Nc2cc(S(=O)(=O)c3ccc(C)cc3)c(O)c3ccccc23)cc1	-6	-15
C[C@H](CO)N1C[C@H](C)[C@@H](CN(C)S(=O)(=O)c2cn(C)cn2)Oc2ccc(NC(=O)CCCN(C)C)cc2C1=O	13	nt
O=C(CCCOc1ccc(Cl)cc1Cl)Nc1ccncc1	16	1
COc1ccc(CN(C)C[C@@H]2Oc3ccc(NS(=O)(=O)c4ccc(C)cc4)cc3CC(=O)N([C@H](C)CO)C[C@H]2C)cc1	nt	0
COCCCNC(=O)[C@@]1(Sc2ccc(C)cc2)CC(=O)N(C2CCCCC2)[C@@H]1c1ccc(CO)cc1I	nt	-7
CC(=O)c1cccc(NC(=O)CN(C2CCCCC2)S(=O)(=O)c2c(C)cc(C)cc2C)c1	3	4
C[C@H]1CN([C@@H](C)CO)C(=O)c2cc(NC(=O)Nc3ccc(F)cc3)ccc2O[C@H]1CN(C)S(=O)(=O)c1ccccc1	nt	-6
CCOC(=O)c1sc(NC(=O)CSc2nccc(C)n2)c(C#N)c1C	-4	3

Random excerpt: five compounds from above
SMILES	p53 PUMA act	STK33 inh
C[C@@H]1CCCCO[C@@H](CN(C)S(=O)(=O)c2cn(C)cn2)[C@@H](C)CN([C@H](C)CO)C(=O)c2cc(N(C)C)ccc2O1	nt	-1
O=C(COc1ccc(C(=O)Nc2cccc(C(F)(F)F)c2)cc1)Nc1cccc(Cl)c1	-5	-1
Cc1noc(C)c1NC(=O)Nc1ccc2c(c1)C(=O)N([C@@H](C)CO)C[C@@H](C)[C@H](CN(C)C(=O)C1CCCCC1)OCCCC[C@H](C)O2	15	nt
Cc1ccc(S(=O)(=O)NC(C)C(=O)Nc2ccc(Oc3ccccc3)cc2)cc1 (centres undefined)	-15	-3
CCc1cccc(C)c1NC(=O)CN(C)S(=O)(=O)c1ccc(Cl)cc1	1	-3

Additional entries follow.
SMILES	p53 PUMA act	STK33 inh
COC(=O)c1c(NC(=O)CCC(=O)O)sc2c1CC(C)(C)OC2	-5	0
C[C@@H]1CCCCO[C@H](CN(C)C(=O)Nc2ccc(F)cc2)[C@H](C)CN([C@H](C)CO)C(=O)c2cc(NS(C)(=O)=O)ccc2O1	-2	nt
C[C@@H]1CN([C@H](C)CO)C(=O)c2cccc(NC(=O)c3ccc(-c4nccs4)cc3)c2O[C@@H]1CN(C)C(=O)Nc1ccccc1	-2	nt
Cc1cccc(NC(=O)CN2C(=O)CNC2=O)c1	2	-3
COCC(=O)N(C)C[C@@H]1Oc2cc(C#C[C@H](C)O)ccc2S(=O)(=O)N([C@@H](C)CO)C[C@H]1C	-6	nt
CCCC(O)C#Cc1cnc2c(c1)C(=O)N([C@H](C)CO)C[C@H](C)[C@H](CN(C)S(=O)(=O)c1ccccc1)O2 (some centres undefined)	-2	0
CC(C)C#Cc1ccc2c(c1)O[C@@H](CN(C)C(=O)Cc1ccccn1)[C@@H](C)CN([C@@H](C)CO)S2(=O)=O	-9	nt
C[C@@H]1CN([C@H](C)CO)C(=O)Cc2cc(NC(=O)NC3CCCCC3)ccc2O[C@@H]1CN(C)C(=O)Nc1ccccc1	8	nt
